Rhodamine autofl = qHTS Assay for Spectroscopic Profiling in Rhodamine Spectral Region | Rhodamine-region fluorescence, 547/598 nm, Tris buffer; stronger effect = higher value | max dye-equivalent concentration, M | actives 0.05% (n = 59,000); in the data active means max dye-equivalent concentration above about 11 nM; inconclusive means between about 1.1 nM and that limit
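Intensities are converted to rhodamine-equivalent concentration using a six-point rhodamine standard on each plate. Compounds sit 15 min at room temperature in 100 mM Tris buffer, pH 8.0; read uses the 547/598 nm excitation/emission pair.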
HEK293 cAMP ctrl = qHTS Assay for Agonists of the Thyroid Stimulating Hormone Receptor: Activators of Intracellular cAMP Concentrations in Parental HEK 293; parental HEK293 CNG cAMP sensor, membrane potential fluorescence; Potency, µM (highest dose often 57.1 µM), for the others: top-dose activation, actives largely listed as activators; actives 2.5% (n = 73,000); AID 938, 2007; further: potency means the concentration at half of the fitted maximal effect; % of control where 0% means no effect; nearly all actives have a fitted effect of over 55% in size
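Counterscreen for endogenous-receptor signalling: CNG-channel HEK 293 cells report cAMP rise by membrane depolarization. After 60 min dye equilibration with 100 uM RO 20-1724, compounds incubated 30 min before bottom-read fluorescence at 590 nm.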
Texas Red fluor = qHTS Assay for Spectroscopic Profiling in Texas Red Spectral Region | Compound fluorescence, Texas Red channel, 547/618 nm; stronger effect = higher value | max dye-equivalent concentration, M | actives 0.06% (n = 59,000); in the data active means max dye-equivalent concentration above about 10 nM; inconclusive means between about 1.1 nM and that limit
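Compound titrations in 100 mM Tris pH 8.0 were incubated 15 min at room temperature and read at 547 nm excitation / 618 nm emission. Texas Red six-point standard curve on each plate converted fluorescence to dye-equivalent concentration.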
Tau fil binding = qHTS Assay for Tau Filament Binding; Microtubule-associated protein tau (Homo sapiens), P10636; recombinant tau filaments, thioflavin S fluorescence, 15 h; filaments grown with octadecylsulfate alongside compound; Potency, µM (series often up to 57.1 µM), inactives show top-dose activity change, negative = inhibition; actives 2% (n = 71,000); AID 596, 2007;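 further: potency means the concentration at half of the fitted maximal effect; on the % scale 0 is the no-effect control and ±100 the full control effect; actives lower thioflavin S fluorescence by blocking filaments or displacing dye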
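Thioflavine S fluorescence (ex 450, em 510 nm) reports filaments formed from 1 uM human tau plus 30 uM ODS over 15 h at 37 C (10 mM HEPES pH 7.4, 100 mM NaCl, 5 mM DTT); compounds displacing dye or blocking filaments lower signal.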
ERK AVP inh = qHTS Assay for Inhibitors of the ERK Signaling Pathway using a Homogeneous Screening Assay; HEK293-V1b, vasopressin-stimulated pERK AlphaScreen; Potency, µM (doses to about 57.5 µM), without a hit: at the highest dose activity, negative = inhibition, most hits filed as inhibitors; actives 0.99% (n = 72,000); further: potency means the concentration at half of the fitted maximal effect; on the % scale 0 is the no-effect control and ±100 the full control effect; nearly all actives have a fitted effect of over 55% in size
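HEK293 cells stably expressing V1b receptor, seeded overnight in 1% FBS, were treated with compounds for 30 min at 37C, then stimulated 5 min with 25 nM vasopressin; phospho-ERK read by AlphaScreen SureFire after lysis.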
4-MU autofl = qHTS Assay for Spectroscopic Profiling in 4-MU Spectral Region; actives 11% (n = 59,000); compound autofluorescence, 340/450 nm, 4-MU equivalents; stronger effect = higher value; max dye-equivalent concentration, M; in the data active means max dye-equivalent concentration above about 10 nM; inconclusive means mostly about 1.1 nM to 9.6 nM
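Compounds in 100 mM Tris, pH 8.0, sat 15 min at room temperature before fluorescence was read at 340 nm excitation/450 nm emission; a per-plate six-point 4-MU standard curve converted signals to dye-equivalent concentration at each compound concentration.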
FLuc inh = qHTS Assay for Inhibitors of Firefly Luciferase | purified firefly luciferase, luminescence, 8 min | Potency, µM (top dose mostly 57.1 µM), for the others: at the highest dose activity change, negative = inhibition, usual class: inhibitors | actives 2.2% (n = 72,000); further: potency means the concentration at half of the fitted maximal effect; on the % scale 0 is the no-effect control and ±100 the full control effect; nearly all actives have a fitted effect of over 40% in size
Target sequence (P08659 whole entry, looked up): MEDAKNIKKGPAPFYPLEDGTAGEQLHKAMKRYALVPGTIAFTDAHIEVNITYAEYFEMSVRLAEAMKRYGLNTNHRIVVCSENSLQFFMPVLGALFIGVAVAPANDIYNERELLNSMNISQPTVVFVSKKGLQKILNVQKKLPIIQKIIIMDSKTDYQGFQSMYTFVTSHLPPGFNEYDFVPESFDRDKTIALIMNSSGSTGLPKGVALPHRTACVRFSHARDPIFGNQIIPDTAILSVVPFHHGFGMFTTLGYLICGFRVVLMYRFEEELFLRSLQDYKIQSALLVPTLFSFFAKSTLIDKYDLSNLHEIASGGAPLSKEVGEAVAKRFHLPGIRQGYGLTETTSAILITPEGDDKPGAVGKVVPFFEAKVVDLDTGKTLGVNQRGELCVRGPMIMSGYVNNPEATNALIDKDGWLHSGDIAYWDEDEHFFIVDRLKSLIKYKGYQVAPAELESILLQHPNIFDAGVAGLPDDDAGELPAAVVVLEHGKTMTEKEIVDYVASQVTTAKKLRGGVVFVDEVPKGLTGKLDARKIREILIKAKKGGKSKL
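Firefly luciferase (PKLight detection mix) with 10 uM ATP in pH 7.2 imidazole buffer (KCl, MgCl2, Tween 20, BSA). Compounds tested across a concentration series (qHTS). Luminescence read after 8 min at ambient temperature.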
Fluorescein autfl = qHTS Assay for Spectroscopic Profiling in Fluorescein Spectral Region; Compound autofluorescence, 480/540 nm, fluorescein-equivalent; stronger effect = higher value; max fluorescein-equivalent concentration, M; actives 0.91% (n = 59,000); AID 593, 2007; in the data active means max fluorescein-equivalent concentration above about 10 nM; inconclusive means between about 1.1 nM and that limit
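Compounds (23 nL) in 100 mM Tris pH 8.0, 15 min at room temperature, then fluorescence read at 480 nm excitation/540 nm emission. Signal converted to fluorescein-equivalent concentration from an on-plate fluorescein standard curve.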
Casp7 inh = qHTS Assay for Allosteric/Competitive Inhibitors of Caspase-7; Potency, µM (doses to about 57.5 µM), inactives show at the top dose activity change, negative = inhibition, actives largely listed as inhibitors; actives 0.02% (n = 75,000); AID 889, 2007; P55210; recombinant caspase-7, Ac-DEVD-AFC fluorescence rate; active means well fitted inhibition curve with a large enough effect in the main read-out, with a control signal flat, not every such curve was filed as active; inconclusive means small, poorly fitted or top-dose-only effect, or a change in a side signal; further: potency means the concentration at half of the fitted maximal effect; % of control where 0% means no effect
A350 autofl = qHTS Assay for Spectroscopic Profiling in A350 Spectral Region; Compound autofluorescence, 340/450 nm, Alexa 350 dye-equivalents; stronger effect = higher value; max dye-equivalent concentration, M; actives 11% (n = 59,000); AID 590, 2007; in the data active means max dye-equivalent concentration above about 10 nM; inconclusive means mostly about 1.1 nM to 9.6 nM
Casp1 inh = qHTS Assay for Allosteric/Competitive Inhibitors of Caspase-1; P29466; Caspase-1 enzyme, Ac-WEHD-AFC fluorogenic rate; Potency, µM (top dose mostly 57.5 µM), inactives show top-dose activity change, negative = inhibition, actives largely listed as inhibitors; actives 0.03% (n = 75,000); AID 900, 2007;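 further: potency means the concentration at half of the fitted maximal effect; plate controls were vehicle for no effect and no substrate for full effect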
Target sequence (P29466 120-297 limits assumed): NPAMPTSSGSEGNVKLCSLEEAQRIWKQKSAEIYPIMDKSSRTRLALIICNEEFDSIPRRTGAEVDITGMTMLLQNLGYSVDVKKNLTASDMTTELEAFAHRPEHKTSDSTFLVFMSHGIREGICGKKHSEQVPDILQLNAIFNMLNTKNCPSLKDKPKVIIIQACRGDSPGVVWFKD
Target sequence (P29466 317-404 limits assumed): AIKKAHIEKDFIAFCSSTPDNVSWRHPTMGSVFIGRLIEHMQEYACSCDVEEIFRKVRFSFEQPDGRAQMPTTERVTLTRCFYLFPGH
* marks the source's active call; other numbers are inactive results; i = inactive; ? = inconclusive; / = not tested or not shown; [ ] = remark or other dose. Unless noted, the call rests on the fitted dose curve; in most records, active means well fitted curve in the direction sought with a large enough effect; inconclusive means small, poorly fitted or top-dose-only effect, or another doubt; inactive means no such curve, though single readings can be large; an effect the other way counts as inactive or inconclusive. Some of the compounds tested; the hit share may differ from the screen's.

SMILES	Rhodamine autofl	HEK293 cAMP ctrl	Texas Red fluor	Tau fil binding	ERK AVP inh	4-MU autofl	FLuc inh	Fluorescein autfl	Casp7 inh	A350 autofl	Casp1 inh
COCCNc1ccnc(-c2ccccc2C(F)(F)F)n1	i	15%	i	-21%	-2%	i	-6%[2.29 µM]	i	-4%	i	-2%
CCCNC(=O)CS(=O)Cc1nc(-c2cccc(OC)c2)oc1C (stereo not given)	/	12%	/	14%	5%	/	-7%	/	1%	/	-1%
C=CCSc1nc2c(c(=O)[nH]c(=O)n2C)n1CC	i	6%	i	2%	-6%	i	0%	i	2%	i	-2%
Cc1c(NC(=O)c2ccc3c(c2)OCO3)cccc1-c1nc2ccccc2o1	i	?	i	32%	12%	i	-16%	i	-1%	i	-3%
CNS(=O)(=O)c1cccc2nsnc12	i	/	i	/	/	i	1%[25.5 µM]	i	/	i	/
CC1CCc2cc(F)ccc2N1C(=O)c1ccc2c(c1)OCO2 (stereo not given)	i	25%	i	-6%	4%	i	1%	i	0%	i	-2%
Cc1nc(NS(=O)(=O)c2cccs2)c2c3c(sc2n1)CCC3	i	-22%	i	-2%	-7%	?	-2%	i	-1%	?	1%
CCC(C)(C)NC(=O)C(c1ccco1)N(C(=O)Cn1nnc2ccccc21)c1ccc2c(c1)OCO2 (stereo not given)	i	18%	i	-11%	11%	i	0%	i	2%	i	-2%
COc1ccc(NC(=O)NCCN2CCc3ccccc3C2)cc1	i	0%	i	-3%	-16%	?	2%	i	-8%	?	-7%
COc1ccc(OC)c(NC(=O)C2CC(C)=C(C)CC2C(=O)O)c1 (stereo not given)	/	6%[11.4 µM]	/	-19%	8%	/	0%	/	0%	/	0%
Nc1nnc(SCc2ccccc2Cl)s1	i	9%	i	-8%	?	i	0%	i	1%	i	0%
CCCCOC(=O)C(C)c1c(C)[nH]c(=S)[nH]c1=O (stereo not given)	i	/	i	/	/	i	3%[25.5 µM]	i	/	i	/
Cc1ccc(CSc2nnnn2C)cc1	i	13%	?	-13%	2%	i	0%	i	-1%	i	2%
Cc1ccc(S(=O)(=O)N2CCN(CCO)CC2)cc1-c1nnc2c3ccccc3c(C)nn12	i	8%	?	3%	-12%	i	2%	i	1%	i	-1%
Cc1onc(-c2ccccc2Cl)c1C(=O)Nc1cnn(Cc2ccccc2)c1	/	-11%	/	-8%	8%	/	-2%	/	-1%	/	2%
O=C(NC1CC2CCCC(C1)N2C(=O)NCc1ccccc1)C1CC1 (stereo not given)	i	8%	?	-17%	-2%	i	0%	i	0%	i	1%
Cc1[nH]c2ccc(-c3n[nH]c(=S)n3C)cc2c1C	/	?	/	-7%[11.4 µM]	-28%	/	2%	/	0%	/	-1%
NS(=O)(=O)c1ccc(NC(=O)CSc2ccccn2)cc1	i	10%	i	-4%	-24%	i	3%	i	-5%	i	-3%
NC(=O)CN1CCOCCN(CC(N)=O)CCOCC1	/	-9%	/	3%	-20%	/	-1%	/	0%	/	1%
Cc1cc2oc3c(c(=O)c2cc1C)C(c1ccc(C(C)C)cc1)N(CCCN1CCOCC1)C3=O (stereo not given)	/	14%	/	4µM*	/	/	1%	/	1%	/	0%
CCOc1ccc(C2C(=O)N(C3CCCCC3)CC(=O)N2CC2CCCO2)cc1OC (stereo not given)	i	11%	?	3%	12%	i	1%	i	0%	i	2%
Cc1ccc(C(C)n2cc(C(=O)NCCN3CCN(C)CC3)nn2)cc1 (stereo not given)	i	7%	i	-12%	12%	i	2%	?	-2%	i	1%
COc1ccc2c(CC(=O)OCC(=O)c3ccc(F)cc3)coc2c1	i	?	i	-1%	-11%	i	2%	?	-1%	i	-1%
CCOC(=O)c1cnc(SCC(=O)c2ccc3c(c2)OCCO3)nc1N	i	?	i	8%	19%	i	4%	i	5%	i	-6%
COC(=O)c1c(-c2ccc(C)cc2)csc1N	/	?	/	-22%	/	/	3%	/	1%	/	-5%

Some of the entries so far, with each value named:
CCCNC(=O)CS(=O)Cc1nc(-c2cccc(OC)c2)oc1C (stereo not given)
  Rhodamine autofl: /
  HEK293 cAMP ctrl: 12%
  Texas Red fluor: /
  Tau fil binding: 14%
  ERK AVP inh: 5%
  4-MU autofl: /
  FLuc inh: -7%
  Fluorescein autfl: /
  Casp7 inh: 1%
  A350 autofl: /
  Casp1 inh: -1%
CCC(C)(C)NC(=O)C(c1ccco1)N(C(=O)Cn1nnc2ccccc21)c1ccc2c(c1)OCO2 (stereo not given)
  Rhodamine autofl: i
  HEK293 cAMP ctrl: 18%
  Texas Red fluor: i
  Tau fil binding: -11%
  ERK AVP inh: 11%
  4-MU autofl: i
  FLuc inh: 0%
  Fluorescein autfl: i
  Casp7 inh: 2%
  A350 autofl: i
  Casp1 inh: -2%
Cc1c(NC(=O)c2ccc3c(c2)OCO3)cccc1-c1nc2ccccc2o1
  Rhodamine autofl: i
  HEK293 cAMP ctrl: ?
  Texas Red fluor: i
  Tau fil binding: 32%
  ERK AVP inh: 12%
  4-MU autofl: i
  FLuc inh: -16%
  Fluorescein autfl: i
  Casp7 inh: -1%
  A350 autofl: i
  Casp1 inh: -3%

The results go on.
SMILES	Rhodamine autofl	HEK293 cAMP ctrl	Texas Red fluor	Tau fil binding	ERK AVP inh	4-MU autofl	FLuc inh	Fluorescein autfl	Casp7 inh	A350 autofl	Casp1 inh
CCN(CC)CCn1c(-c2ccccc2)nc2c(NCCO)nc(C)nc21	/	14%	/	12%	-2%	/	/	/	-3%	/	1%
N#Cc1cccc(NC(=O)c2nc(-c3ccccc3)n(-c3ccccc3)n2)c1	i	28%	i	28%	-6%	i	2%	?	0%	i	-5%
O=C(c1ccccc1)[C@H](Nc1ccc2ccccc2c1)c1ccccc1	i	0%[11.4 µM]	i	-28%[11.4 µM]	-7%[11.5 µM]	3.9e-08M*	-21%[11.4 µM]	?	-1%[11.5 µM]	4.2e-08M*	1%[11.5 µM]
COc1cccc(NC(=O)N2CCN(Cc3nc4ccccc4c(=O)[nH]3)CC2)c1	i	-10%	?	8%	8%	i	-1%	i	-3%	i	3%
O=c1[nH]c(C2CCCN(S(=O)(=O)c3ccc(F)cc3)C2)nc2c1nnn2Cc1ccccc1 (stereo not given)	i	?	i	21%	-17%	i	1%	i	-8%	i	-2%
NS(=O)(=O)c1ccc(CCNC2CC(=O)N(Cc3ccccc3)C2=O)cc1 (stereo not given)	i	2%	i	2%	-2%	i	0%	?	0%	i	-1%
CN(C)CC(=O)N1c2ccccc2CCc2ccc(NC(=O)c3ccc(N)cc3)cc21	i	-9%	?	16µM*	12%	i	-21%	i	1%	i	-1%
CC1(C)Cc2nc(-c3ccccc3)n3cnnc3c2CO1	i	-2%	i	2%	-9%	i	1%	i	0%	i	1%
Cc1nn(C)c(C)c1CN(C)C(=O)c1cnn2c1NC(c1ccccc1)CC2C(F)(F)F (stereo not given)	i	?	i	-3%	-7%	i	4%	i	-3%	i	-1%
CCCCOc1ccccc1P(=O)(O)CP(=O)(c1ccccc1)c1ccccc1	i	/	i	/	/	i	1%[25.5 µM]	i	/	i	/
Cc1ccc(NC(=O)Cc2nc(CSc3nnc(-c4ccc5c(c4)OCO5)o3)cs2)cc1	i	26%	?	196%	14%	i	-9%	i	-2%	i	-1%
CCOC(=O)N1CCN(C(=O)C2CCN(S(=O)(=O)c3cc(Cl)ccc3Cl)CC2)CC1	i	1%	i	2%	-7%	i	0%	?	-2%	i	-1%
COC(=O)Nc1ccc(NC(C)=O)cc1	/	9%[11.4 µM]	/	10%[11.4 µM]	-5%	/	2%	/	1%	/	-1%
O=C(NCc1ccco1)c1ccc(COCC(F)(F)C(F)F)cc1	i	11%	?	-12%	-1%	i	0%	i	-4%	i	2%
O=C(O)c1ccc(C(=O)Nc2cccc3ccccc23)c(C(=O)O)c1	i	-6%[11.4 µM]	i	-3%[11.4 µM]	-8%[11.5 µM]	?	3%[11.4 µM]	i	2%[11.5 µM]	?	-2%[11.5 µM]
On1c(-c2ccco2)nc2c1CCc1nonc1-2	/	-6%	/	-11%	-2%	/	-4%	/	-1%	/	-1%
COc1ccc(-n2nc(C(=O)Nc3ccc4c(c3)OCO4)c3ccccc3c2=O)cc1	i	16µM*	?	-4%	3%	i	1%	i	-3%	i	0%

Among those listed so far, these contain a thiophene ring, fused or not.
SMILES	Rhodamine autofl	HEK293 cAMP ctrl	Texas Red fluor	Tau fil binding	ERK AVP inh	4-MU autofl	FLuc inh	Fluorescein autfl	Casp7 inh	A350 autofl	Casp1 inh
Cc1nc(NS(=O)(=O)c2cccs2)c2c3c(sc2n1)CCC3	i	-22%	i	-2%	-7%	?	-2%	i	-1%	?	1%
COC(=O)c1c(-c2ccc(C)cc2)csc1N	/	?	/	-22%	/	/	3%	/	1%	/	-5%
